# C diff HTS: blocks growth of Clostridium difficile. 0.25% of 86,000 active. Clostridium difficile clinical isolate growth, OD600, 24 h; active compounds read low. growth activity, negative = inhibition, % at 16 µg/mL (by protocol). AID 1259249;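 active = mean growth activity at or below -80% and every replicate also at or below -80%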;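 also: 0% = DMSO wells and -100% = levofloxacin 16 µg/mL wells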
# GASC1 inh: KDM4C (human) demethylase inhibition; GST-KDM4C 2-372, H3K9me3 peptide, LANCE TR-FRET; 0.15% of 96,000 active; inhibition, % at 12.5 µM; AID 720574; Q9H3R0;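 active = mean replicate inhibition above about 25%, with at least 55% of replicates also reaching it, limit read from the data, passing the limit was not always enough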
# Target sequence (Q9H3R0 2-372 limits assumed): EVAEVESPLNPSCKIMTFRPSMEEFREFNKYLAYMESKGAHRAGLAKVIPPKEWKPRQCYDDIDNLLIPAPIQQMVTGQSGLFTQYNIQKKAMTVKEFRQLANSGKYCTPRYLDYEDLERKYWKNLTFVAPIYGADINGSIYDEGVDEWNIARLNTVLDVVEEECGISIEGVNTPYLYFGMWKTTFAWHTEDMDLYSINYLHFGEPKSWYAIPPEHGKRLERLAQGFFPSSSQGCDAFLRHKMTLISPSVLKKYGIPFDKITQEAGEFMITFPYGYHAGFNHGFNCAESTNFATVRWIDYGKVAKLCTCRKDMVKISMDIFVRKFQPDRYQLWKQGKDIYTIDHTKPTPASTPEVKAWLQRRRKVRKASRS
#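 Material: GST-tagged GASC-1 (JMJD2C) catalytic fragment, aa 2-372. Input: enzyme final amount 10 nM. Medium: HEPES buffer, pH 7.5, plus ascorbate. Reagent: H3K9me3 peptide substrate, Fe(II), 2-oxoglutarate. Doses: single dose. Times: reaction 30 min RT, detection step 1 h RT. Measured by: LANCE TR-FRET. Evaluation: Fall in 671/618 emission ratio as inhibition.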
# Pf Dd2 growth: inhibitors of Plasmodium falciparum Dd2 growth; P. falciparum Dd2 growth, SYBR Green, 72 h; active compounds read low; activity change, % at 10 µM; 2.3% of 94,000 active; in the data active = activity change below about -80%
# T cruzi growth: blocks T. cruzi growth in NIH3T3 culture; T. cruzi beta-gal in NIH3T3, GalScreen luminescence, 90 h; inhibition, % at 8.34 µM; 5.9% of 77,000 active; AID 624255;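 active = mean inhibition above about 93%, with at least 55% of replicates each passing it, limit read from the data, passing the limit was not always enough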
# An asterisk follows results filed as active; / = no result given. The order is random, and some 6.7% of all compounds hit somewhere here.
Compound	T cruzi growth	Pf Dd2 growth	GASC1 inh	C diff HTS
C[C@H](CO)N1C[C@H](C)[C@H](CN(C)S(=O)(=O)c2ccc(Cl)cc2)Oc2c(NS(C)(=O)=O)cccc2C1=O	16.0	17.6	-0.7	0.9
C[C@H]1CN([C@@H](C)CO)C(=O)c2cc(NS(=O)(=O)c3ccccc3)ccc2O[C@@H]1CN(C)S(C)(=O)=O	19.2	17.9	7.5	0.8
COc1ccc(NC(=O)Nc2ccc3c(c2)CC(=O)N([C@H](C)CO)C[C@@H](C)[C@H](CN(C)S(=O)(=O)c2c(C)noc2C)O3)cc1	-8.2	5.8	0.7	0.9
C[C@H](CO)N1C[C@H](C)[C@@H](CN(C)Cc2ccncc2)Oc2ncc(C#CC3CC3)cc2C1=O	-40.6	-9.8	2.4	2.1
CN(C)C(=O)c1cccc(-c2ccc3c(c2)[C@H]2[C@H](CCN2C(=O)C2CCC2)[C@@H](CO)N3)c1	/	-45.6	-0.5	1.9
C[C@@H]1CCCCO[C@@H](CN(C)C(=O)Nc2ccc(F)cc2)[C@@H](C)CN([C@@H](C)CO)C(=O)c2cc(NC(=O)Nc3ccccc3)ccc2O1	79.4	-55.7	0.4	3.6
CNC[C@H]1OCCCC[C@@H](C)Oc2ccc(NC(=O)Nc3ccc(F)cc3)cc2C(=O)N([C@@H](C)CO)C[C@H]1C	34.1	12.3	-1.2	0.5
C[C@H](CO)N1C[C@H](C)[C@@H](CN(C)CC2CC2)Oc2c(NS(=O)(=O)c3cccs3)cccc2C1=O	-14.5	32.1	/	-0.9
COCC(=O)Nc1ccc2c(c1)OC[C@@H](C)N(C(=O)COC)C[C@@H](C)[C@H](OC)CN(C)C2=O	/	17.0	-2.2	/
CCNC(=O)C[C@@H]1CC[C@@H]2[C@@H](COc3ccc(NC(=O)Nc4ccccc4Cl)cc3C(=O)N2C)O1	15.3	-1.0	0.6	3.6
CCCC(=O)Nc1ccc2c(c1)OC[C@@H](C)N(C(=O)c1cnccn1)C[C@H](C)[C@H](OC)CN(C)C2=O	11.5	17.9	1.9	/
Cc1noc(C)c1NC(=O)Nc1cccc2c1O[C@@H](CN(C)S(=O)(=O)c1ccc(Cl)cc1)[C@H](C)CN([C@@H](C)CO)C2=O	11.1	-13.5	12.5	-6.5
Cc1noc(C)c1NC(=O)Nc1ccc2c(c1)C(=O)N([C@@H](C)CO)C[C@H](C)[C@@H](CN(C)Cc1ccc(C(F)(F)F)cc1)O2	-5.7	10.7	2.7	-3.5
CC(=O)N1[C@@H](CO)[C@@H]2c3ccccc3N(C(=O)c3ccccc3)C[C@@H]21	13.0	2.1	-0.2	8.6
COc1ccc2c3c([nH]c2c1)[C@H](CO)N(S(=O)(=O)c1cn(C)cn1)CC31CCN(CC2CCCCC2)CC1	/	-84.9*	-1.5	-10.7
COc1ccc(C#Cc2ccc([C@H]3[C@@H](CO)N4C(=O)CN(C(=O)C5CCOCC5)C[C@@H]34)cc2)cc1	/	15.6	-0.7	-9.7
C[C@@H]1CN([C@H](C)CO)C(=O)Cc2cc(NC(=O)CCN3CCOCC3)ccc2O[C@@H]1CN(C)C(=O)Nc1cccc2ccccc12	-3.8	15.5	0.4	3.1
N#C[C@@H]1[C@@H](c2ccc(-c3cccc(F)c3)cc2)[C@H](CO)N1S(=O)(=O)c1cccc(F)c1	99.0*	-52.9	0.6	-11.7
CO[C@H]1CN(C)C(=O)c2ccc(NC(C)=O)cc2OC[C@@H](C)N(C(=O)c2ccccc2)C[C@H]1C	20.2	1.4	1.7	-3.2
CN1C(=O)c2cc(NC(=O)C3CC3)ccc2OC[C@@H]2O[C@H](CC(=O)NCc3cccc(F)c3)CC[C@H]21	35.0	-3.2	-0.5	-1.8

# Some of these compounds in order of heavy-atom count, smallest number first.
Compound	T cruzi growth	Pf Dd2 growth	GASC1 inh	C diff HTS
CN(C)C(=O)c1cccc(-c2ccc3c(c2)[C@H]2[C@H](CCN2C(=O)C2CCC2)[C@@H](CO)N3)c1	/	-45.6	-0.5	1.9
CO[C@H]1CN(C)C(=O)c2ccc(NC(C)=O)cc2OC[C@@H](C)N(C(=O)c2ccccc2)C[C@H]1C	20.2	1.4	1.7	-3.2
C[C@H](CO)N1C[C@H](C)[C@H](CN(C)S(=O)(=O)c2ccc(Cl)cc2)Oc2c(NS(C)(=O)=O)cccc2C1=O	16.0	17.6	-0.7	0.9
C[C@@H]1CN([C@H](C)CO)C(=O)Cc2cc(NC(=O)CCN3CCOCC3)ccc2O[C@@H]1CN(C)C(=O)Nc1cccc2ccccc12	-3.8	15.5	0.4	3.1

# Next compounds.
Compound	T cruzi growth	Pf Dd2 growth	GASC1 inh	C diff HTS
O=C(C[C@H]1CC[C@H](NC(=O)c2ccc3c(c2)OCO3)[C@H](CO)O1)NCc1ccc(F)cc1	-26.6	1.8	-1.4	2.9
O=C(Nc1ccc(-c2ccccc2)cc1)[C@H]1[C@H](CO)[C@H]2Cn3c(cccc3=O)[C@@H]1N2Cc1ccccc1	19.8	-76.4	-2.6	10.8
COc1ccc(C#Cc2ccc3c(c2)[C@H]2[C@H](CCN2S(=O)(=O)c2ccc(OC)cc2)[C@H](CO)N3C)cc1	10.4	3.6	-1.2	-10.4
C[C@H]1CN([C@@H](C)CO)C(=O)CCCn2nncc2CO[C@@H]1CN(C)S(=O)(=O)c1ccc(Cl)cc1	4.5	-26.4	6.6	/
COCC(=O)Nc1ccc2c(c1)C(=O)N(C)[C@@H]1CC[C@@H](CC(=O)NCC3CCCCC3)O[C@H]1CO2	-16.3	2.1	1.3	2.2
CCCNC(=O)N[C@H]1C=C[C@H](CC(=O)NC2CCC2)O[C@@H]1CO	/	3.4	0.8	-0.1
CN(C)CC(=O)N[C@H]1C=C[C@H](CC(=O)NCCN2CCCCC2)O[C@@H]1CO	54.1	-5.9	-0.1	/
C[C@H](O)C#Cc1ccc([C@H]2[C@@H](CO)N3CCCCN(C(=O)c4ccncc4)C[C@H]23)cc1	24.0	18.9	0.8	-3.8
CN1CCCCN2[C@H](C1)[C@@H](c1ccc(-c3cccnc3)cc1)[C@@H]2CO	81.0	-34.2	-1.0	-1.8
Cc1noc(C)c1S(=O)(=O)N(C)C[C@H]1OCCCC[C@@H](C)Oc2ccc(NS(C)(=O)=O)cc2C(=O)N([C@@H](C)CO)C[C@@H]1C	-86.6	-0.1	-2.2	1.6
O=C(C[C@@H]1CC[C@@H]2[C@H](COC[C@@H](O)CN2C(=O)c2ccncc2)O1)NC1Cc2ccccc2C1	11.4	-0.8	1.7	-1.6
CC(=O)NC[C@H]1[C@@H](c2ccc(C3=CCCCC3)cc2)[C@@H](CO)N1C(=O)C1CCC1	/	-8.5	-0.5	-2.2
Cc1ccc(CN2CC(=O)N3[C@H](C2)[C@H](c2ccc(Br)cc2)[C@@H]3CO)cc1	/	21.6	-1.1	-1.8
COc1ccc2c3c([nH]c2c1)[C@H](CO)N(Cc1ccncc1)CC31CCN(CC2CCOCC2)CC1	/	-52.0	10.6	-3.4
COC(=O)[C@H]1[C@H](CO)[C@H]2Cn3c(ccc(-c4ccncc4)c3=O)[C@H]2N1Cc1ccccc1F	22.6	-2.8	1.8	2.0
CCc1sc(N2[C@@H](C#N)[C@@H](c3ccccc3-c3ccc(F)cc3)[C@@H]2CO)nc1C	/	6.9	5.9	-11.3
O=C(C[C@@H]1C=C[C@H](NC(=O)CN2CCOCC2)[C@H](CO)O1)NCc1cccc(F)c1	40.1	17.6	-0.2	/
C[C@@H]1CN([C@@H](C)CO)C(=O)c2cc(C#CC3CC3)cnc2O[C@@H]1CN(C)C(=O)Cc1ccccn1	51.4	30.0	0.6	/
COC(=O)[C@@H]1[C@@H](CO)[C@@H]2Cn3c(cccc3=O)[C@@H]2N1C(=O)C1CCCCC1	32.5	3.4	6.8	-1.2
C[C@@H]1CN([C@@H](C)CO)C(=O)c2ccccc2-c2ccccc2CO[C@H]1CN(C)Cc1ccc(C(=O)O)cc1	52.6	-18.3	1.2	/
CCCNC(=O)N1CC2(C1)[C@H](c1ccccc1)[C@@H](CO)N2CC1CCCC1	/	-44.2	0.2	4.4
C[C@@H](O)C#Cc1cnc2c(c1)C(=O)N([C@@H](C)CO)C[C@H](C)[C@@H](CN(C)C(=O)CC1CC1)O2	17.3	/	-0.3	-2.3
CC(C)NC(=O)Nc1cccc2c1O[C@H](CN(C)C(=O)Nc1ccc3c(c1)OCO3)[C@@H](C)CN([C@H](C)CO)C2=O	38.2	17.9	/	/
CCC(=O)Nc1ccc2c(c1)C(=O)N(C)C[C@H](OC)[C@H](C)CN(CC1CCCCC1)[C@H](C)CO2	-51.9	25.9	0.3	/
C[C@@H]1CN([C@H](C)CO)C(=O)c2cc(NS(C)(=O)=O)ccc2O[C@H]1CN(C)Cc1ccc(C(F)(F)F)cc1	66.5	-4.8	1.1	-2.3
CO[C@H]1CN(C)C(=O)c2cc(NS(=O)(=O)c3ccc(C)cc3)ccc2OC[C@H](C)N(Cc2nccs2)C[C@@H]1C	-37.2	-12.8	0.3	-1.0
O=C(C[C@@H]1CC[C@H]2[C@@H](COC[C@H](O)CN2Cc2ccc(Oc3ccccc3)cc2)O1)N1CCOCC1	-1.8	-5.4	2.9	/
C[C@H](CO)N1C[C@H](C)[C@@H](CN(C)S(=O)(=O)c2ccsc2)OCc2ccccc2-c2c(n(C)c3ccccc23)C1=O	71.0	-37.3	-0.8	3.6
CC(C)CC#Cc1cnc2c(c1)C(=O)N([C@@H](C)CO)C[C@H](C)[C@@H](CN(C)S(C)(=O)=O)O2	23.1	32.8	1.2	-4.9
C[C@@H]1CCCCO[C@@H](CN(C)S(=O)(=O)c2ccccc2)[C@H](C)CN([C@@H](C)CO)C(=O)c2cc(NS(=O)(=O)c3ccccc3)ccc2O1	47.8	0.3	2.0	/
CCS(=O)(=O)Nc1ccc2c(c1)C(=O)N(C)[C@H]1CC[C@@H](CC(=O)NCc3ccccc3F)O[C@H]1CO2	-1.0	/	0.6	1.1
CC(C)NC(=O)N(C)C[C@@H]1Oc2ccc(NC(=O)Nc3ccc(F)cc3)cc2CC(=O)N([C@@H](C)CO)C[C@H]1C	-1.7	-12.5	0.0	-7.2
COCC(=O)N1C[C@H](C)[C@H](OC)CN(C)C(=O)c2cc(NC(=O)c3ccc(OC)cc3)ccc2OC[C@H]1C	-35.3	12.0	-1.1	/
C[C@@H]1CN([C@@H](C)CO)C(=O)Cc2cc(NC(=O)Cn3cnnn3)ccc2O[C@H]1CN(C)Cc1ccc(Oc2ccccc2)cc1	24.4	-61.9	2.1	-10.6
CNC[C@H]1Oc2c(NS(=O)(=O)c3ccc(Cl)cc3)cccc2C(=O)N([C@@H](C)CO)C[C@H]1C	/	4.7	3.8	1.8
C[C@@H]1CN([C@H](C)CO)C(=O)c2cccc(NC(=O)Nc3ccc4c(c3)OCO4)c2O[C@@H]1CN(C)C(=O)Nc1cccc2ccccc12	57.8	-56.5	1.6	1.0
O=S(=O)(N[C@@H]1CC[C@@H](CCn2cc(-c3cccnc3)nn2)O[C@@H]1CO)c1ccc(Cl)cc1	8.0	-10.3	0.6	3.9
C[C@@H]1CN([C@H](C)CO)C(=O)Cc2cc(NC(=O)CCCCCC(=O)Nc3ccccc3N)ccc2O[C@@H]1CN(C)Cc1ccc(Oc2ccccc2)cc1	-7.6	-63.5	/	-4.5
C[C@@H]1CN([C@H](C)CO)C(=O)Cc2cc(NC(=O)CCN3CCOCC3)ccc2O[C@H]1CN(C)Cc1ccccc1	-10.2	-2.8	-0.5	-1.8
CCCNC(=O)C[C@@H]1C[C@H]2c3cc(NS(=O)(=O)c4cccc(OC)c4)ccc3O[C@H]2[C@H](CO)O1	13.7	20.1	-2.9	-1.9
COc1ccc(S(=O)(=O)Nc2ccc3c(c2)C(=O)N([C@@H](C)CO)C[C@@H](C)[C@@H](CN(C)C(=O)Nc2ccc(F)cc2)OCCCC[C@H](C)O3)cc1	23.7	-36.5	-1.0	-5.2
CO[C@H]1CN(C)C(=O)c2ccc(NC(=O)C3CC3)cc2OC[C@H](C)N(Cc2cccc(F)c2)C[C@@H]1C	/	-25.5	2.2	-18.0
C[C@@H]1CN([C@H](C)CO)C(=O)c2cccc(NC(=O)Nc3ccccc3)c2O[C@@H]1CN(C)Cc1ccc(C(=O)Nc2ccccc2N)cc1	57.4	-90.8*	-0.7	0.6
O=C(C[C@@H]1C[C@H]2c3cc(NS(=O)(=O)c4ccc(F)cc4)ccc3O[C@H]2[C@@H](CO)O1)NC1CCCCC1	-6.7	0.7	-1.0	/
CCCNC(=O)Nc1ccc2c(c1)C(=O)N(C)C[C@H](OC)[C@@H](C)CN(Cc1ccncc1)[C@H](C)CO2	-1.4	-1.9	0.7	-1.6
